# Compound activity deposited in PubChem BioAssay by National Center for Advancing Translational Sciences (NCATS).
# BAZ2B inh = inhibitors of human BAZ2B bromodomain; 360,000 tested, 4.4% active; AlphaScreen BAZ2B-H3K14Ac peptide displacement; Potency, µM (highest dose often 114 µM), inactives show at the top dose activity change, negative = inhibition, actives largely listed as inhibitors; Q9UIF8; note: potency is the fitted concentration of half-maximal effect; % is set by controls: 0 for no effect and ±100 for the full control effect; nearly all actives have a fitted effect of over 60% in size
#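 AlphaScreen displacement: compounds (up to 110uM) incubated 30 min at room temperature with a preformed 50 nM BAZ2B/50 nM biotinylated H3K14Ac peptide complex in PBS pH 7.4 with Tween-20. Donor and acceptor beads at 10 ug/mL final added, 20 min light-protected before reading.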
# GLS inhibitor = blocks human kidney-isoform glutaminase activity. O94925. GLS enzymatic activity, qHTS titration. Potency, µM (highest dose often 45.5 µM), for the others: at the highest dose activity change, negative = inhibition, usual class: inhibitors. 410,000 tested, 0.21% active; note: potency is the fitted concentration of half-maximal effect; % is set by controls: 0 for no effect and ±100 for the full control effect
#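 Coupled fluorescence readout: glutamate oxidase/HRP/Amplex Red detect glutamate formed by hKGA from L-glutamine (1 mM solution added). Buffer 45 mM KH2PO4 pH 8.2, 0.02% Tween-20; reads at t0 and 30 min RT.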
# G9a block = inhibitors of human histone lysine methyltransferase G9a | Q96KQ7 | G9a H3K9 monomethylation, AlphaScreen, 2 h | 350,000 tested, 8.8% active | Potency, µM (titrated, usually from 102 µM), without a hit: at the highest dose activity, negative = inhibition, usual class: inhibitors; note: potency is the fitted concentration of half-maximal effect; % is set by controls: 0 for no effect and ±100 for the full control effect; nearly all actives have a fitted effect of over 75% in size
# Target sequence (Q96KQ7 913-1193 limits assumed): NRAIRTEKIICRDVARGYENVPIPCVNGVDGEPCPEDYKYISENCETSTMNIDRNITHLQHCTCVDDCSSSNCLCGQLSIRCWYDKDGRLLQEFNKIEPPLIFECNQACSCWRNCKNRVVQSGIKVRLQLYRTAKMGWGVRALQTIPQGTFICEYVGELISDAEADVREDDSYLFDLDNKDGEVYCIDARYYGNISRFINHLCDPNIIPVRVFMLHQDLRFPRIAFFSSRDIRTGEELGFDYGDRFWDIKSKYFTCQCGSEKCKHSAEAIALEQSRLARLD
#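 Quantitative HTS format: methyltransferase activity on a biotin-tagged H3K9 peptide is measured by AlphaScreen, using a rabbit anti-monomethyl-H3K9 antibody with streptavidin donor and anti-IgG acceptor beads. Final levels are 20 nM enzyme, 500 nM peptide, 20 uM SAM; 2 h RT.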
# PI4K2A block = PI4K2A (human) kinase inhibition; purified PI4K2A, ADP-Glo luminescence, 1 h; hits give low values; activity change, negative = inhibition, % at 76.9 µM; 420,000 tested, 0.13% active; in the data active = activity change below about -50%; inconclusive = mostly about -30% to -49%;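 note: -100% = wells without enzyme as full effect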
#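 In this quantitative HTS, ADP production by PI4K2A was quantified luminescently after 1 h at ambient temperature; 100 microM adenosine served as plate-quality control.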
# HP1b binding inh = inhibitors of HP1-beta chromodomain binding to methylated histone tails; Potency, µM (doses to about 114 µM), for inactives: at the top dose activity change, negative = inhibition, most hits filed as inhibitors; 390,000 tested, 0.56% active; AlphaScreen HP1-beta / biotin-H3K9me3 peptide binding; P83916; note: potency is the fitted concentration of half-maximal effect; nearly all actives have a fitted effect of over 70% in size; inactives centre near 23
# Target sequence (P83916 whole entry, looked up): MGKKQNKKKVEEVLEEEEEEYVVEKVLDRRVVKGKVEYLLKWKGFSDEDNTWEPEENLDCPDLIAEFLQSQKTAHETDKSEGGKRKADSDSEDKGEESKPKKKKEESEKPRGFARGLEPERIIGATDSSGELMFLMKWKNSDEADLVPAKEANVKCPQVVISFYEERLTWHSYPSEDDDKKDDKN
#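 HP1-beta protein (50 nM final) preincubated 30 min at room temperature with biotinylated H3(1-18)K9me3 peptide (50 nM) in PBS pH 7.4, 0.01% Tween-20, then compound added for 30 min. AlphaScreen streptavidin donor/nickel chelate acceptor beads (10 ug/mL final), 30 min dark, luminescence read.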
# ERG Ets-DNA blk = blocks human ERG Ets domain binding to DNA. P11308. fluorescence polarization, His-ERG Ets domain / labelled DNA. Potency, µM (series often up to 76.9 µM), without a hit: at the top dose FP activity, negative = inhibition, most hits filed as inhibitors. 370,000 tested, 0.028% active; active = well fitted inhibition curve with a large enough effect in the polarisation, with a control signal flat; inconclusive = small, poorly fitted or top-dose-only effect, or effect the other way, or a change in a side signal; inactive = no such curve, though single readings can be large or run the other way; the % refers to the polarisation;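 note: polarization taken with two DNA probes labelled with fluorescein and Texas red; potency is the fitted concentration of half-maximal effect; % of control where 0% means no effect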
# Target sequence (P11308 whole entry, looked up, the tested form may be a part): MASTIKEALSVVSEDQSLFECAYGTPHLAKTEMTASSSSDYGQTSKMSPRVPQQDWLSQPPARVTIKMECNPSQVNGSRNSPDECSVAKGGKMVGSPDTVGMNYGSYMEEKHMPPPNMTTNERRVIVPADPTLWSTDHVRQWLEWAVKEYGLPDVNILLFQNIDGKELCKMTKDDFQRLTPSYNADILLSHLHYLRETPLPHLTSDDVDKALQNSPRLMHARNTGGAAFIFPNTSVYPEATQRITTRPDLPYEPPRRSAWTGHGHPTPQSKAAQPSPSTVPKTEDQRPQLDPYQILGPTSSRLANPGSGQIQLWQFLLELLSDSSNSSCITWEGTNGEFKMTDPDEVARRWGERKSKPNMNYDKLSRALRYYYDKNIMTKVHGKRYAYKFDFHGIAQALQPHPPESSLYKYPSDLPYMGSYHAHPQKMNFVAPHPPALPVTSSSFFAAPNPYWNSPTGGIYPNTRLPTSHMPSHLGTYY
#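 His-tagged ERG Ets domain (1 uM in the protein solution; 300mM KCl, 50mM Tris-HCl, 1mM EDTA, 1mM DTT, pH 7.5) received compound, then a probe mix of 5 nM fluorescein-DNA and 100nM Texas-615-DNA. Fluorescence polarization was read for both dyes.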
# JMJD2A Tudor = JMJD2A Tudor domain (human) inhibition; O75164; AlphaScreen JMJD2A-Tudor / H3K4me3 peptide binding; Potency, µM (highest dose often 114 µM), for the others: at the highest dose activity change, negative = inhibition, most hits filed as inhibitors; 390,000 tested, 4.4% active; note: potency is the fitted concentration of half-maximal effect; % is set by controls: 0 for no effect and ±100 for the full control effect; nearly all actives have a fitted effect of over 50% in size
# Pin1 inh = blocks the human prolyl isomerase Pin1; Pin1 FP peptide displacement, HiFluor488, 10 min; 390,000 tested, 0.009% active; Q13526; Potency, µM (top dose mostly 115 µM), for inactives: at the highest dose activity, negative = inhibition, hits mostly inhibitors; active = well fitted inhibition curve with a large enough effect in the polarisation, with a control signal flat, not every such curve was filed as active; inconclusive = small, poorly fitted or top-dose-only effect, or effect the other way, or a change in a side signal; inactive = no such curve, though single readings can be large or run the other way; the % refers to the polarisation; note: potency is the fitted concentration of half-maximal effect; % is set by controls: 0 for no effect and ±100 for the full control effect
# PGK inhibitor = blocks T. brucei phosphoglycerate kinase; P07378; PGK/GAPDH coupled, Kinase-Glo luminescence, 60 min; Potency, µM (doses to about 57.5 µM), without a hit: at the top dose activity change, negative = inhibition, actives largely listed as inhibitors; 380,000 tested, 0.043% active; AID 602233; note: potency is the fitted concentration of half-maximal effect; % is set by controls: 0 for no effect and ±100 for the full control effect; nearly all actives have a fitted effect of over 60% in size
#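 Luminescent ATP detection (Kinase-Glo Plus) follows a 60-minute room-temperature incubation, with wells lacking PGK as controls. Buffer: 100 mM TEA (pH 7.6), 5 mM MgCl2, 0.01% Tween-20. Coupling enzyme GAPDH (100 nM final) supplies unstable 1,3-BPG in-well.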
# Active calls of the source: *; i = inactive; ? = inconclusive; · = no result given; [ ] = another dose, or the depositor's remark. Unless noted, calls come from the whole dose curve; as a rule, active = well fitted curve in the direction sought with a large enough effect; inconclusive = small, poorly fitted or top-dose-only effect, or another doubt; inactive = no such curve, though single readings can be large; an effect the other way counts as inactive or inconclusive.
# Start of the data: the first 6 records, ahead of the listing:
No.	JMJD2A Tudor	PI4K2A block	ERG Ets-DNA blk	GLS inhibitor	PGK inhibitor	HP1b binding inh	G9a block	Pin1 inh	BAZ2B inh	SMILES
1	-36%	-5	-12%	8%	2%	0%	5%[59 µM]	7%	-6%	Cc1ccsc1/C=N/NC(=O)c1cc(-c2ccncc2)nc2ccccc12
2	-22%	3	1%	2%	-4%	12%	2%[59 µM]	10%	-34%	CCn1c(=O)cc(SCC(=O)NCCc2ccc(Cl)cc2)c2ccccc21
3	-19%	-5	5%	5%	-1%	5%	?	15%	-31%	COC(=O)c1ccc(NC(=O)CO/N=C2\CCCc3nonc32)cc1
4	20µM*	2	4%	3%	-4%	?	2.8µM*	0%	·	Fc1ccc(CNCc2ccccc2Cl)cc1
5	19%	-4	0%	0%	i	83%[activator]	28%	-1%	74%[activator]	C=CCn1c(-c2ccccc2)cc(SC)c(C#N)c1=O
6	-9%	4	-4%	-3%	-2%	23%	-7%	-2%	-21%	CCN(C(=O)C1CCCO1)c1ccccc1 (centres undefined)

# The whole of this part, from the start:
No.	JMJD2A Tudor	PI4K2A block	ERG Ets-DNA blk	GLS inhibitor	PGK inhibitor	HP1b binding inh	G9a block	Pin1 inh	BAZ2B inh	SMILES
1	-36%	-5	-12%	8%	2%	0%	5%[59 µM]	7%	-6%	Cc1ccsc1/C=N/NC(=O)c1cc(-c2ccncc2)nc2ccccc12
2	-22%	3	1%	2%	-4%	12%	2%[59 µM]	10%	-34%	CCn1c(=O)cc(SCC(=O)NCCc2ccc(Cl)cc2)c2ccccc21
3	-19%	-5	5%	5%	-1%	5%	?	15%	-31%	COC(=O)c1ccc(NC(=O)CO/N=C2\CCCc3nonc32)cc1
4	20µM*	2	4%	3%	-4%	?	2.8µM*	0%	·	Fc1ccc(CNCc2ccccc2Cl)cc1
5	19%	-4	0%	0%	i	83%[activator]	28%	-1%	74%[activator]	C=CCn1c(-c2ccccc2)cc(SC)c(C#N)c1=O
6	-9%	4	-4%	-3%	-2%	23%	-7%	-2%	-21%	CCN(C(=O)C1CCCO1)c1ccccc1 (centres undefined)
7	40µM*	8	-3%	42%[activator]	-2%	?	16µM*	5%	50µM*	CCOC(=O)CSc1nc(N)c(C(=O)Nc2ccc(N(C)C)cc2)s1
8	-12%	-3	6%	0%	i	30%	?	6%	1%	CC(Oc1ccc2c(c1)c1ccnc3c4ccccc4c(=O)n2c13)C(=O)NCCN1CCOCC1 (centres undefined)
9	13%	-13	-1%	-7%	-6%	64%[activator]	-2%[59 µM]	0%	9%	CCSc1nnc(-c2ccc(OC)cc2)o1
10	-19%	0	-2%	-3%	-4%	10%	-6%[59 µM]	-1%	-38%	CC1=C(C(=O)OC2CCCCCC2)C(c2ccccc2Cl)CC(=O)N1 (centres undefined)
11	-1%	0	-3%	1%	1%	28%	15%	-6%	-1%	CCC(CC)=NNC(=O)c1ccccc1OCc1ccc(F)cc1
12	-6%	4	8%	-3%	0%	33%	7%	-1%	-28%[57.1 µM]	CC(=O)Nc1ccc(NC(=O)CSCCc2ccccn2)cc1
13	10%	-1	16%	-14%	-7%	83%[activator]	6%	?	11%	O=C(c1cnn2c(C(F)(F)F)cc(-c3cccs3)nc12)N1CCOCC1
14	-15%	8	16%	7%	1%	3%	47%	-2%	-14%	O=C1COc2ccc(S(=O)(=O)Nc3ccc(F)cc3)cc2N1
15	2%	3	7%	-4%	0%	39%	54%[activator]	-1%	-10%	CCSc1nnc(SCC(=O)NNC(=O)c2ccccc2F)s1
16	-9%[57.1 µM]	10	-3%	0%	i	46%[activator]	-4%[12.7 µM]	6%	-1%	O=C1c2ccccc2-c2ccc(C(=O)N3CCOCC3)cc21
17	-9%	2	4%	60%[activator]	6%	15%	?	-1%	·	COc1ccc(N2CCN(C(=O)C3CCN(S(=O)(=O)c4cnc[nH]4)CC3)CC2)cc1
18	-15%	-1	-4%	15%	4%	30%	·	-11%	?	Cc1nn(C)cc1S(=O)(=O)Nc1ncccn1
19	-10%	3	-9%	5%	7%	3%	-7%	4%	-8%	CN1CCNC(=O)C1CC(=O)N1CC=C(c2ccc(F)cc2)CC1 (centres undefined)
20	-8%	-3	-7%	15%	i	24%	11%[59 µM]	5%	18%	OCCN1CCN(CC(O)COc2ccc3c(c2)OCO3)CC1 (centres undefined)
21	-12%	1	-6%	6%	-1%	17%	-40%	-6%	1%	CC(=O)Oc1cccc(C(=O)Nc2ccccc2NC(=O)c2cccc(OC(C)=O)c2)c1
22	-7%	-6	-19%	-9%	i	36%	9%[12.7 µM]	-4%	7%	COc1ccc(CCN(C)C(=O)c2ccc(C)c(S(=O)(=O)N3CCCCC3)c2)cc1OC
23	-22%	-8	4%	-1%	-9%	22%	?	16%	?	CCCCn1c(SCC(=O)c2ccc3c(c2)NC(=O)CO3)nc2cc(S(N)(=O)=O)ccc21
24	-5%	-1	-2%	1%	0%	38%[activator]	-45%[59 µM]	-1%	-3%	Nn1c(Cc2ccccc2F)nnc1SCCOc1ccc(Cl)cc1
25	22µM*	0	-6%	-5%	-4%	?	·	3%	·	COc1ccc(Br)cc1CN1CCN(c2ncccn2)CC1
26	-12%	-3	1%	1%	-11%	0%	-40%[59 µM]	0%	-25%	O=S(=O)(c1ccccc1)n1nc(-c2ccco2)nc1NCc1ccccc1
27	-11%	2	-8%	13%	-2%	18%	·	3%	·	O=C(Oc1ccc(Cl)c(Cl)c1)C1=CC=CN2CCS(=O)(=O)N=C12
28	-13%	-1	0%	-2%	-4%	47%[activator]	16%[59 µM]	0%	5%	COc1c(S(=O)(=O)n2nc(C)cc2C)ccc(Cl)c1Cl
29	-35%	-3	3%	-25%	-3%	-11%	?	-5%	-18%	CCn1c(O)c(N=Nc2ccc(Cl)c(C(=O)O)c2)c2ccccc21
30	16µM*	3	4%	-1%	-4%	16%	16µM*	-6%	?	Brc1cccc(OCCCNC2CCCC2)c1
31	-12%	1	0%	5%	-8%	25%	·	0%	-13%	Cc1nnc(N/N=C/c2cccs2)[nH]c1=O
32	?	1	-4%	-7%	-10%	29%	-33%	-1%	-17%	CC(C)(C)C(=O)CN1C2=NCCN2c2ccccc21
33	13%	1	-2%	0%	-5%	53%[activator]	40µM*	?	-2%	CC1(C)Cc2c(C#N)c(NCCO)nc(-c3ccco3)c2CO1
34	3%	7	-1%	2%	2%	16%	-11%[59 µM]	0%	-7%	COc1ccccc1NC(=O)CSc1nc2ccccc2n1C(C)=O
35	-16%	-4	11%	-9%	-7%	41%[activator]	-3%	-7%	-23%	COc1cccc(-c2cccc(NC(=O)C3CCN(Cc4ccc(C)o4)CC3)c2)c1
36	-3%	0	-15%	-1%	-1%	26%	·	-3%	·	CCOC(=O)C1=C(C)N(CCCC(=O)O)C(=O)NC1c1cccs1 (centres undefined)
37	-4%	3	3%	-7%	·	12%	-3%[59 µM]	6%	-9%	Cn1c(=O)c(=O)n(C)c2cc(C(=O)NCc3ccccc3Cl)ccc21
38	-11%	1	-5%	4%	-3%	36%[activator]	-9%	-3%	6%	Cc1nnc(-c2ccccc2)c[n+]1[O-]
39	-21%	2	3%	-25%	7%	9%	-36%	3%	23%	COc1ccc(CN(C)C(=O)CNC(=O)c2ccc(C)cc2)cc1
40	-21%	0	14%	1%	-3%	26%	-2%[12.7 µM]	25%	-6%	NC(=O)[C@H]1CC2(CC(c3cccc(NC(=O)CC(c4ccccc4)c4ccccc4)c3)=NO2)CN1C(=O)C(c1ccccc1)c1ccccc1 (some centres undefined)
41	-7%	1	·	10%	i	22%	?	-3%	5%	CC1CC/C(=N/Nc2ccccc2)C(=O)N1 (centres undefined)
42	-29%	-1	·	-2%	-11%	-10%	-4%[59 µM]	2%	?	Cc1ccc(/C=N/n2cnc3sc4c(c3c2=O)CCCC4)o1
43	-1%	0	-16%	1%	6%	41%[activator]	?	-5%	11%	CCOc1ccc(C(=O)NCC(=O)NCC(c2cccs2)N2CCOCC2)cc1 (centres undefined)
44	-15%	-4	-7%	1%	-8%	17%	18%[12.7 µM]	-8%	-4%	CC(OC(=O)CN1C(=O)NC2(CCCCC2C)C1=O)c1ccccc1 (centres undefined)
45	-1%	-2	-7%	-4%	-4%	26%	23%	0%	4%	COCCN(C(=O)CCC(=O)Nc1ccccn1)C(C(=O)NCCC(C)C)c1ccc(F)cc1 (centres undefined)
46	-1%	-1	-9%	4%	-10%	21%	-33%	-3%	-22%	COc1ccc(NC(=O)c2cc(-c3cccs3)on2)cc1OC
47	-14%	3	?	-21%	9%	22%	50µM*	-2%	2%	O=C(NC(=S)NNS(=O)(=O)c1ccc(Cl)cc1)c1cccnc1
48	22µM*	-8	8%	0%	?	16µM*	2µM*	32%[activator]	20µM*	O=C(O)c1cc(C(=O)O)cc(-c2ccc(/C=c3/sc4nc5ccccc5n4c3=O)o2)c1
